EPAC1 antag = antagonists of human EPAC1; O95398; EPAC1 GEF assay, Rap1b-BODIPY-GDP exchange fluorescence; Potency, µM (titrated, usually from 115 µM), for the others: at the top dose activity change, negative = inhibition, most hits filed as inhibitors; 360,000 compounds, 0.14% hits;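 also: potency is read from the fitted curve at half-maximal effect; plate controls were vehicle for no effect and positive control for full effect; nearly all actives have a fitted effect of over 50% in size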
CCT modulator = changes cytosolic chaperonin activity; purified chaperonin ATPase assay, HTRF ADP detection, 30 min; activity change, % (concentration not given with the values), hits read low; 360,000 compounds, 0.3% hits; in the data active = activity change below about -30%; also: % is scaled to controls: 0 for no effect and ±100 for the full control effect
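Enzyme 40 or 20 nM (batch-dependent) in Tris pH 7.4/KCl/MgCl2/DTT; cpd 76 uM single point; ATP 10 uM; 30 min 37 °C; Transcreener ADP HTRF detection, 30 min RT; ratio 665/615.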
EPAC2 agonist = activates human EPAC2 exchange factor | Potency, µM (top dose mostly 154 µM), without a hit: top-dose activation, most hits filed as activators | 360,000 compounds, 0.079% hits | EPAC2 activation, biochemical qHTS; response scale: 100% = 6.5 mM cAMP response | Q8WZA2 | AID 720711; also: potency is read from the fitted curve at half-maximal effect; nearly all actives have a fitted effect of over 50% in size
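Readout is BODIPY fluorescence (480 nm excitation, 540 nm emission), which falls as labeled GDP is exchanged off Rap1B. EPAC2 at 100 nM acted on 250 nM RAP1B-BODIPY-GDP with 50 uM GDP present.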
WRN helicase inh = inhibitors of human WRN helicase | Q14191 | WRN helicase unwinding, fluorescent forked duplex, kinetic | Potency, µM (series often up to 114 µM), without a hit: top-dose activity change, negative = inhibition, most hits filed as inhibitors | 360,000 compounds, 0.46% hits | AID 651768; also: potency is read from the fitted curve at half-maximal effect; % is scaled to controls: 0 for no effect and ±100 for the full control effect; nearly all actives have a fitted effect of over 55% in size
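WRN at 20 nM final preincubated with compound 15 min at room temperature; reaction started with 100 nM fluorophore/quencher forked duplex oligonucleotide and 2 mM ATP final. Unwinding followed kinetically by red fluorescence (ex 525, em 598 nm).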
EPAC1 agonist = agonists of human EPAC1. O95398. EPAC1 agonist qHTS, biochemical assay; response scale: 100% = response to 6.5 mM cAMP. Potency, µM (highest dose often 154 µM), for inactives: at the highest dose activation, most hits filed as activators. 360,000 compounds, 0.073% hits. AID 720707; also: potency is read from the fitted curve at half-maximal effect; nearly all actives have a fitted effect of over 60% in size
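Multi-concentration qHTS readout: loss of Rap1B-bound BODIPY-GDP fluorescence driven by 100 nM EPAC1 with excess GDP (50 uM), monitored kinetically at room temperature; agonist response expressed relative to 6.5 mM cAMP.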
IL2 activator = activates IL-2 in a cell-based reporter assay. 360,000 compounds, 0.065% hits. activation, % (series mostly up to about 46 µM). IL-2 activation reporter assay, cell-based qHTS; stimulated with anti-CD3/CD4/CD28 beads; in transgenic mouse T cells; in the data active = activation above about 50%; inconclusive = mostly about 30% to 49%; also: 0% is about no effect
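Unstimulated transgenic mouse T cells, 750 per well, received compound and, after 60 minutes, anti-CD3/anti-CD4 bead plus anti-CD28 stimulation. EGFP and DsRed were quantified after 18 hours.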
PI5P4K alpha inh = inhibitors of human PI5P4K alpha | PI5P4Kalpha enzyme, ADP-Glo luminescence, 60 min; hits give low values | max response, % | P48426 | 330,000 compounds, 1.2% hits; active = max response of -50% or lower; inconclusive = between -30% and -50%; inactive = -30% or higher; also: value at the top dose of about 77 µM; % is scaled to controls: 0 for no effect and ±100 for the full control effect
Target sequence (P48426 whole entry, looked up): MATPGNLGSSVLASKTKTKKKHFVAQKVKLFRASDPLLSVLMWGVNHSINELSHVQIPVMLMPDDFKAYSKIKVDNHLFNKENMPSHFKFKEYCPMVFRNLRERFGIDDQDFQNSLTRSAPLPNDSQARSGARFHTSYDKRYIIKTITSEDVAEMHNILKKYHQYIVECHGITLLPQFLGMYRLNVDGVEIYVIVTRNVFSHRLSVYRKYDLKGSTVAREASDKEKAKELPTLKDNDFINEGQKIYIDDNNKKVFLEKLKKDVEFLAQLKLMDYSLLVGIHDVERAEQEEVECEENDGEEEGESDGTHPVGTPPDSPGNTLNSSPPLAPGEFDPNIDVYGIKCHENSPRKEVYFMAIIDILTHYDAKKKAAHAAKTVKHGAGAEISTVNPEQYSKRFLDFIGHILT
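qHTS, 1536-well: enzyme/substrate mix, compound by pin tool, 5 microM ATP final; RT 60 min; ADP-Glo reagents 1 (45 min) then 2 (30 min); luminescence.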
PLK1 PBD inh = blocks phosphopeptide binding to human PLK1 polo-box domain. 360,000 compounds, 2.8% hits. Potency, µM, inactives show max response, negative = inhibition, most hits filed as inhibitors. P53350. Plk1 PBD binding of FITC phosphopeptide, fluorescence polarization; also: potency is read from the fitted curve at half-maximal effect; series mostly up to about 57 µM; % is scaled to controls: 0 for no effect and ±100 for the full control effect; nearly all actives have a fitted effect of over 65% in size
Target sequence (P53350 whole entry, looked up, the tested form may be a part): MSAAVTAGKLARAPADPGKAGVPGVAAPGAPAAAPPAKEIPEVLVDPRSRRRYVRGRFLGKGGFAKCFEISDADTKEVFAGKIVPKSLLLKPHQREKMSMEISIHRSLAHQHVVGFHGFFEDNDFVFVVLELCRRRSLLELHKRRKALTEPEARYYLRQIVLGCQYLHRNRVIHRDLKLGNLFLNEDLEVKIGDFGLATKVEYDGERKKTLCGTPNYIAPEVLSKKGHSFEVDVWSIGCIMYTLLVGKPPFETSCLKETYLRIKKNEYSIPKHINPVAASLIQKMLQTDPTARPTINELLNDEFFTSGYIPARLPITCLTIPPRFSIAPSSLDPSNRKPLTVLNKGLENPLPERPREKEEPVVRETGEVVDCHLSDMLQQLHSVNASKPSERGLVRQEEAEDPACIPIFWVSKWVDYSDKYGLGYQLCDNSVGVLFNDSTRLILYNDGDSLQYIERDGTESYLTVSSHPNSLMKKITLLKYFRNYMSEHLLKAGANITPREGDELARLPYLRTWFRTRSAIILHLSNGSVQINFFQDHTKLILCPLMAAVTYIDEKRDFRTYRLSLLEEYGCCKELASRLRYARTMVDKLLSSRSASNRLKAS
The depositor's hits bear a star; ? = inconclusive; . = no result given; [ ] = remark or other dose. Unless noted, calls follow the shape of the dose curve; as a rule, active = well fitted curve in the direction sought with a large enough effect; inconclusive = small, poorly fitted or top-dose-only effect, or another doubt; inactive = no such curve, though single readings can be large; an effect the other way counts as inactive or inconclusive. Not all compounds are listed; rates above refer to the full screens.

entry	EPAC1 antag	CCT modulator	EPAC2 agonist	WRN helicase inh	EPAC1 agonist	IL2 activator	PI5P4K alpha inh	PLK1 PBD inh	molecule
1	5%	0.5	-6%	2%	6%	-0.6	-6	-5%	CCOC(=O)c1ccc(NC(=S)N(CCCN2CCCCC2)Cc2ccco2)cc1
2	-16%	-1.1	14%	-5%	4%	0.6	1	7%	COc1cc(CNCc2c[nH]c3ccccc23)cc(OC)c1
3	-3%	-0.3	-5%	-3%	-5%	1.8	0	6%	O=C(Nc1ccc(F)cc1)Nc1ccccc1N1CCCCC1
4	4%	-1.7	9%	7%	1%	0.8	-7	-5%	CC1(C)Cc2cccc(Oc3ccc(S(=O)(=O)N4CCCC4)cn3)c2O1
5	0%	-4.0	-4%	0%	3%	-1.0	-1	4%	CCOc1ccc(N(CC(=O)N2CCCCCC2)S(=O)(=O)c2ccc(C)cc2)cc1
6	-6%	0.2	0%	10%	3%	-3.8	-8	27µM*	CN(CC(=O)Nc1ccc([N+](=O)[O-])cc1Br)Cc1c(F)cccc1Cl
7	-12%	-1.0	2%	-7%	4%	-0.7	.	0%	Cc1ccc(N(c2ncnc(N)c2[N+](=O)[O-])C2CCCCC2)cc1
8	11%	-0.7	7%	-12%	6%	-0.1	-5	-7%	CC1CCCCC1NC(=O)CSc1nnc(-c2ccncc2)n1CCCN(C)C (stereo unspecified)
9	-6%	-2.6	8%	?	-2%	-0.4	?	3µM*	Cc1ccc(NC(=O)c2ccc3c(c2)CCN3S(C)(=O)=O)cc1C
10	-4%	-0.1	2%	-4%	9%	-0.3	.	2%	O=C(CSc1nc(Nc2ccccc2)nc(N2CCOCC2)n1)Nc1ccc2c(c1)OCCO2
11	?	-2.9	1%	7%	7%	-0.6	1	-12%	CCc1nc2c(sc3nc4c(cc32)COC(C)(C)C4)c(=O)n1CCN(CC)CC
12	-11%	-5.6	6%	-5%	0%	-0.6	1	-13%	COCCCn1cc(CN(C)C2CN(Cc3cn(CCCOC)nn3)S(=O)(=O)C2)nn1 (stereo unspecified)
13	-15%	-2.8	5%	-5%[57.1 µM]	0%	1.0	1	-8%	O=C(Cc1ccccc1)Nc1ccc(S(=O)(=O)N2CCCC2)cc1
14	0%	0.5	?	0%	-3%	-0.1	11	-6%	Cc1ccc(C2(C)NC(=O)N(CCOc3ccccc3)C2=O)cc1 (stereo unspecified)
15	-9%	-0.6	5%	4%	0%	0.1	3	1%	CC(=O)c1c(C)[nH]c(C(=O)COc2ccc3c(C)cc(=O)oc3c2)c1C
16	4%	-0.9	3%	-5%	3%	-1.2	-2	-3%	O=C1c2cc(S(=O)(=O)NCCCO)ccc2-c2ccc(S(=O)(=O)NCCCO)cc21
17	9%	-0.4	1%	-7%	-2%	-6.7	5	-2%	COC(=O)c1ccc(CN2CCc3ccc(NC(=O)c4ccncc4)cc3C2)cc1
18	4%	-1.1	12%	-9%	3%	-3.5	0	-1%	COc1ccc(C)cc1S(=O)(=O)N1CCCC(C(=O)N2CCN(c3ccccc3)CC2)C1 (stereo unspecified)
19	?	0.1	3%	-14%	7%	-1.2	8	-4%	COc1ccc(N=C2SC(CC(=O)Nc3ccccc3)C(=O)N2Cc2ccco2)cc1 (stereo unspecified)
20	12%	-2.7	-1%	6%	-1%	-2.9	-1	0%	COC(=O)CC(NS(=O)(=O)c1cccs1)c1cccc2ccccc12 (stereo unspecified)
21	9%	-0.6	-3%	-13%	3%	-0.6	-4	-11%	Cn1c(=O)c2c(n(Cc3ccccc3)c1=O)NC(=O)C2CC(=O)O (stereo unspecified)
22	-24%	0.4	10%	-3%	0%	-0.4	-2	-8%	Cc1cc(C)n(C(=O)c2cccc(S(=O)(=O)N3CCCCC3)c2)n1
23	-1%	-0.7	9%	0%	-3%	-0.6	7	-1%	CCOC(=O)c1ccc(NC(=O)CN2C(=O)CCC2=O)cc1
24	4%	-2.7	20%	-2%[57.1 µM]	20%	-0.9	-3	-11%	CCOc1ccc(/C=N/Nc2ccc(Cl)nn2)c(O)c1
25	-8%	-2.6	0%	-2%[57.1 µM]	5%	-1.1	-4	-18%	COc1ccc(-c2cc(=O)c(C(=O)c3ccc(C)cc3)n[nH]2)cc1
26	-10%	-2.6	9%	-11%	3%	2.8	.	11µM*	c1ccc(CCc2nn3c(Cc4ccccc4)nnc3s2)cc1
27	5%	-0.1	2%	-3%	12%	3.6	-19	3µM*	CN(NS(=O)(=O)c1ccc([N+](=O)[O-])cc1)c1ccccc1
28	-25%	0.9	6%	-8%	-6%	1.9	-12	-7%	Cc1ccc(-c2nnc(Nc3ccc4c(c3)OCO4)c3ccccc23)cc1S(=O)(=O)NC(C)C
29	0%	-14	8%	0%	-14%	0.7	8	-17%	CCCn1c(C(C)Nc2nc(-c3ccc(C)cc3)cs2)nc2cc(Cl)c(N3CCCCC3)cc21 (stereo unspecified)
30	4%	-2.0	10%	1%	5%	-2.6	1	-1%	COc1cc(CNCCCN2CCOCC2)ccc1OCC(=O)NC(C)(C)C
31	7%	-0.3	16%	1%	8%	0.7	2	-13%	Nc1ccc(-c2nc3cc(N)ccc3o2)cc1
32	-13%	-3.8	10%	-4%	2%	2.8	-2	-21%	CCOC(=O)C(NC(C)=O)(NS(=O)(=O)c1ccccc1)C(F)(F)F (stereo unspecified)
33	-25%	-3.2	11%	6%	-5%	1.2	4	-4%	CC(C)C(C)NC(=O)CN1C(=O)NC2(CCCc3ccccc32)C1=O (stereo unspecified)
34	-12%	1.1	1%	-21%	-8%	-2.7	-4	-7%	COc1cccc(CN2CCN(C(=O)c3cc(-c4ccncc4)nc4ccc(C)cc34)CC2)c1
35	-2%	5.3	10%	8%	1%	0.9	-2	-5%	Cc1cccc(NC(=O)c2cc([N+](=O)[O-])ccc2NCC2CCCO2)n1 (stereo unspecified)
36	20%	0.4	5%	6%	11%	-1.8	-3	2%	O=C(NCc1cccnc1)NC(=O)c1ccc(Cl)cc1
37	-14%	-1.1	0%	1%	9%	-4.4	-8	-12%	Cc1cc(NC(=O)C(C)SCC(=O)Nc2ccc(Br)cc2Br)no1 (stereo unspecified)
38	-10%	4.0	12%	3%	8%	-0.5	1	4%	CC1(C)CC(NC(=O)COc2ccc3ccccc3c2)CC(C)(C)N1
39	-4%	2.0	9%	-2%[57.1 µM]	-3%	-1.5	27	2%	C=CC[n+]1c(C)csc1Nc1cccc(Br)c1
40	?	-2.4	15%	-9%	-5%	-0.3	-3	-15%	O=C(O)c1ccc(Nc2cccc(F)c2)c([N+](=O)[O-])c1
41	-29%	0.0	-4%	4%	0%	0.5	2	4%	NNC(=O)c1cc2ccccc2cc1NS(=O)(=O)c1ccccc1
42	-4%	1.3	4%	2%	6%	0.3	-2	0%	COc1ccc(OC)c(NC(=O)c2cc(S(=O)(=O)N(C)C)ccc2N2CCCC2)c1
43	7%	0.6	-6%	4%	1%	-0.8	.	-2%	COc1ccccc1NC(=O)CSc1nc2ccccc2c(=O)n1CCNC(C)=O
44	-12%	0.8	14%	-29%	3%	-0.3	4	-10%	COc1ccc(-c2c(NC(=O)c3ccco3)n(-c3ccccc3)nc(C)c2=O)cc1
45	24%	1.8	4%	3%	12%	-0.4	-3	0%	COc1ccc(-c2csc3ncnc(N4CCN(Cc5ccccc5)CC4)c23)cc1
46	-10%	-0.8	16%	-12%	-6%	-4.1	9	-11%	CC(C)C[C@H](NC(=O)c1[nH]cnc1C(=O)N[C@@H](Cc1ccccc1)C(=O)OCc1ccccc1)C(=O)OCc1ccccc1
47	-12%	-2.2	3%	2%	3%	0.0	0	-13%	Cc1ccsc1C(=O)N1CCCC1(C)C(=O)NCC(C)C (stereo unspecified)
48	2%	-7.8	-10%	-16%	-5%	-0.8	-6	-1%	Cc1c(Nc2nc3ccccc3nc2NS(=O)(=O)c2cccc(Cl)c2)c(=O)n(-c2ccccc2)n1C
49	-1%	-1.7	14%	-2%	12%	-0.1	10	5%	CO/N=C\C(=N\Nc1ccc(OC)cc1)C(=O)c1ccccc1
50	-5%	-1.6	-2%	1%	7%	-0.2	3	8%	C(#CC1CCCC1)c1ccc2c(c1)COc1c3ccccc3nn1-2
51	9%	0.6	-1%	4%	-3%	-0.3	-1	3%	CCS(=O)(=O)NCC(c1cccnc1)N1CCN(c2ccc(OC)cc2)CC1 (stereo unspecified)
52	9%	0.1	-3%	0%	11%	1.8	2	-3%	CCOc1cc(C#N)ccc1OCC(=O)N1CCc2ccccc2C1
53	-22%	0.4	13%	9%[57.1 µM]	-4%	0.9	0	-11%	CCCCC(NC(=O)COc1cc2c(c3oc(=O)cc(C)c13)CCC(C)(C)O2)C(=O)O (stereo unspecified)
54	6%	3.5	2%	13%	0%	-3.0	-6	-10%	CCN(CC)S(=O)(=O)c1ccc(NC(=O)COC(=O)CNC(=O)C2CCCCC2)cc1
55	12%	-3.7	-1%	4%	13%	0.0	-3	6%	COc1cc2cc(C(=O)N(C)Cc3ccccc3)[nH]c2cc1OC
56	-22%	-5.2	4%	-5%	-13%	-0.8	0	-6%	COc1ccc(/C=N/NC(=O)c2cc3c(ccc4ccccc43)o2)cc1OC
57	-5%	-10	9%	7%	-11%	0.6	-6	0%	COc1ccc(C(=O)N/N=C(\C)CC(=O)Nc2ccccn2)cc1OC
58	-9%	-3.3	5%	-20%	5%	1.5	6	-6%	Cn1ccnc1C(=O)c1ccc(S(=O)(=O)N2CCCC2)cc1
59	7%	-1.2	3%	-4%	0%	-0.1	-21	-7%	Cc1ccc(S(=O)(=O)CCC(=O)Nc2nc(-c3cccnc3)cs2)cc1
60	-25%	-2.4	3%	-2%	-7%	5.0	-3	-4%	CN(C)C(=O)c1ccc(NC(=O)c2cccc(S(=O)(=O)N3CCCCCC3)c2)cc1
61	-17%	-0.9	-2%	2%	-4%	-0.4	5	4%	OC(CN1C2=NCCN2c2ccccc21)c1ccccc1 (stereo unspecified)

From no. 58 up to 61, copied from above:
entry	EPAC1 antag	CCT modulator	EPAC2 agonist	WRN helicase inh	EPAC1 agonist	IL2 activator	PI5P4K alpha inh	PLK1 PBD inh	molecule
58	-9%	-3.3	5%	-20%	5%	1.5	6	-6%	Cn1ccnc1C(=O)c1ccc(S(=O)(=O)N2CCCC2)cc1
59	7%	-1.2	3%	-4%	0%	-0.1	-21	-7%	Cc1ccc(S(=O)(=O)CCC(=O)Nc2nc(-c3cccnc3)cs2)cc1
60	-25%	-2.4	3%	-2%	-7%	5.0	-3	-4%	CN(C)C(=O)c1ccc(NC(=O)c2cccc(S(=O)(=O)N3CCCCCC3)c2)cc1
61	-17%	-0.9	-2%	2%	-4%	-0.4	5	4%	OC(CN1C2=NCCN2c2ccccc21)c1ccccc1 (stereo unspecified)

Compound activity from PubChem.
